Vif-A3F inh = inhibitors of Vif-A3F interaction | HeLa A3F-eYFP + Vif (tagged APOBEC3F with the HIV-1 protein that degrades it), YFP fluorescence increase | Potency, µM (titrated, usually from 46.1 µM), for inactives: at the highest dose activity, negative = active | 0.2% of 390,000 active | AID 602313; further: potency means the concentration at half of the fitted maximal effect; % of control where 0% means no effect; nearly all actives have a fitted effect of over 65% in size
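HeLa cells stably expressing A3F-eYFP plus Vif, plated and incubated overnight at 37 deg C, then exposed to compounds overnight at 37 deg C. Blocked degradation read as raised yellow fluorescence (Ex 488/Em 500-530).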
D1 potentiator = potentiators of human D1 dopamine receptor. potentiation, % at 10 µM. AID 504651. 0.036% of 360,000 active. P21728. HEK293 TREx D1 cells, calcium flux, dopamine EC20 potentiation; in the data active means potentiation above about 30%; further: 0% is about no effect
Target sequence (P21728 whole entry, looked up): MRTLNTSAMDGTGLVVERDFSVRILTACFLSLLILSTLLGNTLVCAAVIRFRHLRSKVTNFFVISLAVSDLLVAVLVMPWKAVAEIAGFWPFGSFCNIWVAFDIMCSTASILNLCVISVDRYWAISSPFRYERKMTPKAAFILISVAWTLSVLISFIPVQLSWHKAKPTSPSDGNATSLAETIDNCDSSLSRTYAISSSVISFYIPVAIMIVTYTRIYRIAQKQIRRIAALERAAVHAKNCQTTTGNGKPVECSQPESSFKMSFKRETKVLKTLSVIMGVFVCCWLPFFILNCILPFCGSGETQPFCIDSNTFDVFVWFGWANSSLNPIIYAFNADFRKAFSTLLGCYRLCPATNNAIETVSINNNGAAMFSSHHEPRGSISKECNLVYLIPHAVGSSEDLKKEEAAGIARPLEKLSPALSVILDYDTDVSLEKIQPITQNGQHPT
LDHA inh = blocks human lactate dehydrogenase A. P00338. purified LDHA, NADH/diaphorase-resazurin fluorescence; active compounds read low. activity change, % (values are at about 110 or 230 µM). 0.15% of 480,000 active. AID 1347041; in the data active means activity change below about -30%; inconclusive means mostly about -25% to -30%;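 further: plate controls were DMSO wells for no effect and wells without enzyme for full effect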
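Human LDH5 at 2 nM final in Tris HCl pH 7.4 with 0.06 mM NADH and 0.2 mM pyruvate, reacted 5 minutes at room temperature. Remaining NADH coupled via diaphorase/resazurin; resorufin fluorescence read at 0 and 20 minutes, normalized to enzyme-free and DMSO wells.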
Vif-APOBEC3G blk = inhibitors of Vif-APOBEC3G interaction; Q9HC16; HeLa A3G-eYFP + Vif (tagged APOBEC3G with the HIV-1 protein that degrades it), YFP fluorescence, overnight; Potency, µM (top dose mostly 46.1 µM), without a hit: at the highest dose activity, negative = active, usual class: inhibitors; 0.076% of 410,000 active; AID 602310;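 further: potency means the concentration at half of the fitted maximal effect; on the % scale 0 is the no-effect control and ±100 the full control effect; nearly all actives have a fitted effect of over 60% in size; hits raise eYFP signal because A3G escapes Vif-driven loss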
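HeLa cells stably expressing Vif and C-terminally eYFP-tagged A3G, seeded overnight at 37 deg C, then exposed to compound by pintool overnight at 37 deg C. Rise in yellow fluorescence (Ex 488/Em 500-530, Acumen) marks blocked Vif-driven A3G degradation.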
D1 antag = human D1 dopamine receptor antagonism | HEK293 TREx D1 cells, calcium flux, dopamine EC80; active compounds read low | activity change, negative = inhibition, % at 10 µM | AID 504652 | P21728 | 3.2% of 360,000 active; in the data active means activity change below about -30%; further: on the % scale 0 is the no-effect control and ±100 the full control effect
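Tetracycline-induced HEK293 T-REx cells with force-coupled D1 receptor were loaded with a no-wash calcium dye. Compound was added after a 10 s baseline and read kinetically for 180 s; EC80 dopamine was then added and calcium flux followed another 180 s.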
GRP78 ERSR act = induces the endoplasmic reticulum stress response in human glioma cells; U87-MG GRP78 promoter luciferase reporter, 16 h; Potency, µM, inactives show top-dose activation, hits mostly activators; 0.02% of 420,000 active; further: potency means the concentration at half of the fitted maximal effect; series mostly up to about 76 µM; % of control where 0% means no effect; nearly all actives have a fitted effect of over 35% in size
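ERSR induction read as luciferase luminescence (Bright-Glo, 10 min at room temperature) in stably transfected human U87-MG glioma cells exposed to compounds for 16 h, using GRP78 as sensor.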
D1 agonist = activates the human D1 dopamine receptor. P21728. HEK293 T-REx D1 cells, calcium flux, agonist mode. activation, % at 2 µM. 1% of 360,000 active; in the data active means activation above about 30%; further: 0% is about no effect
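Tetracycline-induced HEK293 TREx D1 cells, force-coupled to calcium signalling, were dye-loaded with a no-wash calcium kit. Compound was pin-added after a 10 s baseline. Fluorescence was read kinetically at 1 cycle/s for 180 s, with calcium rises flagged as agonism.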
D2 PAM = positively modulates the human D2 dopamine receptor allosterically. potentiation, % at 10 µM. P14416. HEK293 T-REx D2, calcium flux, EC20 dopamine potentiation. 0.34% of 340,000 active;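 active means potentiation over 3 SD above the plate norm, cut at about 30% in these data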; further: 0% is about no effect
Target sequence (P14416 whole entry, looked up): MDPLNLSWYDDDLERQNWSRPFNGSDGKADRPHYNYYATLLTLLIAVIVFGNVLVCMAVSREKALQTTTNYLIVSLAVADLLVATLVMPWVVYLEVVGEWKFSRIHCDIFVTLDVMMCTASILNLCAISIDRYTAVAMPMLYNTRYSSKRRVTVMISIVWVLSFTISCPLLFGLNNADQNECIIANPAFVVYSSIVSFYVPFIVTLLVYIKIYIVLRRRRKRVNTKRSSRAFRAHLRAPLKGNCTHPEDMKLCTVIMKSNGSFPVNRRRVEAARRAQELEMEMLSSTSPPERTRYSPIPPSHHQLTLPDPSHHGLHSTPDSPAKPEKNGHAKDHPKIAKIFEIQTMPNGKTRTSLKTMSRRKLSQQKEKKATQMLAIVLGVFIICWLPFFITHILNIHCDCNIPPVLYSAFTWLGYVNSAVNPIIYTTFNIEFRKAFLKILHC
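Using a no-wash calcium dye in inducible, force-coupled HEK293 Trex cells expressing D2, we tracked fluorescence each second for 180 s after compound, then for 180 s after EC20 dopamine to detect augmented signalling.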
RXFP1 ag = agonists of human relaxin receptor RXFP1. Potency, µM (series often up to 57.5 µM), inactives show at the highest dose activation, most hits filed as activators. HEK293T-RXFP1 cAMP TR-FRET, 30 min; response scale: percent of porcine relaxin response, buffer zero. Q9HBX9. AID 2676. 0.3% of 370,000 active; further: potency means the concentration at half of the fitted maximal effect; on the % scale 0 is the no-effect control and ±100 the full control effect; nearly all actives have a fitted effect of over 60% in size; many of its hits are not listed in these tables
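cAMP rise read by TR-FRET after 30 min, 37C compound exposure (up to 58 uM) in RXFP1-transfected HEK293 cells with Ro 20174 present. EC50 from Hill-equation fits, with 29 nM porcine relaxin as 100% and buffer as basal.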
Active calls of the source: *; ? = inconclusive; . = no result given. Unless noted, the call rests on the fitted dose curve; in most records, active means well fitted curve in the direction sought with a large enough effect; inconclusive means small, poorly fitted or top-dose-only effect, or another doubt; inactive means no such curve, though single readings can be large; an effect the other way counts as inactive or inconclusive. The list is partial; rates above refer to the full screens.

SMILES | Vif-A3F inh | D1 potentiator | LDHA inh | Vif-APOBEC3G blk | D1 antag | GRP78 ERSR act | D1 agonist | D2 PAM | RXFP1 ag
Cc1cc(C)cc(C(=O)NCC(=O)OCC(=O)N2CCN(S(=O)(=O)c3ccc4ccccc4c3)CC2)c1 | 2% | -3 | -3 | 0% | 5 | 0% | 1 | 1 | 0.2%
COc1cccc(C(=S)N2CCOCC2)c1OS(=O)(=O)c1ccc(Cl)cc1 | 2% | -3 | 2 | 0% | 10 | -2% | 0 | -13 | 0.2%
CCCC1CCc2c(sc(NC(=O)c3cccs3)c2C(N)=O)C1 (stereo not drawn) | -7% | 4 | -2 | -4% | 3 | 5% | 1 | 0 | 2.9%
CCOCCOC(=O)C1=C(C)NC(=O)NC1c1ccc2c(c1)OCO2 (stereo not drawn) | -10% | -5 | -16 | -4% | 2 | -1% | 0 | -3 | 2.9%
COCCNC(=O)c1onc(CSc2cc(C)cc(C)c2)c1C(=O)O | 1% | 0 | -1 | -13% | 10 | -4% | -2 | 9 | 0.3%
Cc1ccc(CNC(=O)CN(c2cccc([N+](=O)[O-])c2)S(=O)(=O)c2ccccc2)cc1 | -6% | 9 | -1 | -1% | -5 | -4% | 1 | -1 | 2.2%
COCCNC(=O)CN1CCN(Cc2cccc(Cl)c2)C1=O | 1% | 13 | -2 | 0% | -1 | -4% | -2 | 8 | 0.8%
CCCC(=O)Nc1ccc2c(c1)nc(CN1CCN(C(=O)OCC)CC1)n2CC | -13% | -3 | 0 | ? | 3 | -2% | 2 | -3 | 0.5%
CCOc1ccccc1N1CC(c2nc3ccccc3n2CCOc2ccccc2OC)CC1=O (stereo not drawn) | -4% | 1 | -7 | 3% | 2 | 0% | 29 | 9 | -0.5%
CCOC(=O)c1c(C)c(C(=O)NCc2ccc3c(c2)OCO3)c(C)n1C | -4% | -2 | -10 | 0% | -6 | -3% | 2 | 1 | 1.0%
CCOc1ccc(NC(=O)CSc2nc(=O)[nH]c3c2CCC3)cc1 | 0% | -2 | -16 | 8% | . | -1% | -1 | 5 | 1.1%
COc1ccc(-c2oc3ncnc(NCCCO)c3c2-c2ccc(OC)cc2)cc1 | 5% | -3 | -4 | 0% | -16 | 4% | 3 | . | 8.1%
CN(c1ccccc1)S(=O)(=O)c1ccc(Cl)c(C(=O)NCc2ccccc2CN2CCCC2)c1 | 0% | -2 | -8 | 5% | 8 | -4% | 0 | -30 | -0.7%
CCSS(=O)(=O)c1cccc2cccnc12 | -18% | -7 | -8 | -13% | -27 | -7% | 4 | . | 3.5%
Cc1nn(CC(C)C)c(=S)[nH]c1=O | 2% | 12 | -2 | 0% | 9 | -1% | 1 | 14 | 0.7%
CSc1ncccc1C(=O)OC(C)C(=O)Nc1cccc(S(=O)(=O)N2CCOCC2)c1 (stereo not drawn) | 0% | . | -7 | -7% | . | -6% | . | . | .
O=C(COC(=O)Cc1c(F)cccc1Cl)NC(=O)Nc1ccccc1F | 6% | . | -8 | 0% | . | 2% | . | . | .
CN(Cc1ccccc1)C(=O)COC(=O)c1ccc(Cl)c(N)c1 | -19% | -15 | 0 | -2% | -4 | -1% | 4 | 8 | -2.6%
Cc1ccc(NC(=O)CN(C)CC(=O)Nc2ccccc2C(=O)Nc2ccccc2)cc1 | 0% | -6 | -7 | 0% | -14 | -5% | 2 | 0 | 3.4%
O=C(CNC(=O)c1ccc(Br)cc1)NC1=NCCS1 | 10% | 0 | -4 | 1% | -4 | 3% | 3 | -1 | -0.4%
O=C(c1cccc(Cl)c1)N1CCn2c1nc1ccccc12 | -1% | -1 | -3 | -1% | 2 | -4% | 2 | -6 | 4.4%
O=C(OCC#CCSc1nnc(-c2cccc3ccccc23)o1)c1ccc(F)cc1 | 5% | 5 | 2 | -10% | -15 | -3% | 20 | . | -0.2%
Cc1ccc(CNS(=O)(=O)c2ccc3c(c2)NC(=O)CO3)cc1 | 5% | -4 | 2 | 0% | -12 | -3% | 5 | 6 | 3.2%
Cc1cccc(OCC(=O)OC(C)CN2CCCCC2)c1 (stereo not drawn) | 0% | 2 | -1 | 1% | -5 | -1% | 1 | 4 | 0.0%
CC1=C(C(N)=O)C(c2cccs2)NC(=S)N1 (stereo not drawn) | -13% | -2 | -11 | -4% | 6 | -3% | 2 | 18 | -3.5%
CCS(=O)(=O)c1ccc(O)c(NC(=O)Nc2ccccc2OC)c1 | -8% | -8 | -9 | 0% | -11 | -3% | 3 | -4 | -4.0%
Cc1ccc(-c2cn3c(n2)sc2cc(C(=O)NC(C)C45CC6CC(CC(C6)C4)C5)ccc23)cc1 (stereo not drawn) | -8% | 0 | -1 | -6% | -2 | 2% | -1 | -7 | 12%
CC(C)[C@H](NS(=O)(=O)c1ccc(Cl)cc1)C(=O)OCC(=O)NCCN1C(=O)CSC1=O | -3% | -2 | -5 | 1% | 11 | -6% | 0 | -2 | -0.5%
COc1cc(OC)c(NC(=O)c2sc3ncn(CC(=O)N4CCOCC4)c(=O)c3c2C)cc1Cl | 3% | -3 | -2 | 1% | 3 | -8% | 1 | -9 | 0.6%
N#Cc1nc(-c2ccc(COc3ccc(Cl)cc3)o2)oc1N1CCCCC1 | 5% | 0 | 0 | 1% | 4 | -3% | 2 | 4 | 3.1%
COc1ccc(NC(=O)CN2C(=O)CSC2=O)cc1 | 2% | -4 | 0 | -2% | -2 | 1% | 0 | 12 | 0.8%
c1ccc2c(CNc3ccc(CNc4ncn[nH]4)cc3)cccc2c1 | 2% | -7 | 1 | -3% | -46* | -1% | 11 | -6 | -1.5%
O=C(O)c1ccc(C=NN2CCCCCC2)cc1 | -12% | . | 0 | -3% | . | -6% | . | . | .
O=C(c1ccc2c(c1)OCO2)C1CCCN(Cc2cc(F)ccc2-n2cccn2)C1 (stereo not drawn) | 6% | -10 | -9 | 8% | -36* | -6% | 1 | -16 | 4.3%
CCCCC(=O)Nc1ccc(N2CCN(C(=O)CC)CC2)cc1 | 0% | 7 | 2 | -1% | -14 | -1% | 3 | 4 | -0.6%
CSCCC(NC(=O)c1ccccc1Cl)C(=O)NCC(c1ccco1)N1CCCCC1 (stereo not drawn) | 3% | 4 | -1 | -1% | 1 | -2% | 2 | -6 | -0.2%
CCc1cccc(C)c1NC(=S)N1CCCCC1c1cccnc1 (stereo not drawn) | -3% | 4 | -1 | 0% | 15 | -3% | 9 | 4 | 0.0%
COCCC(=O)N1CCC(Oc2ccc(C(=O)N3CCCC(OC)C3)cc2)CC1 (stereo not drawn) | 6% | -5 | 1 | 2% | -35* | -3% | 2 | 9 | 1.8%
O=C(NC12CC3CC(CC(C3)C1)C2)c1cc2nc(-c3ccco3)cc(C(F)(F)F)n2n1 | -3% | -5 | -4 | -3% | 0 | -3% | 0 | 0 | 2.0%
O=C(CCc1nnc(COc2ccccc2)o1)NCCc1cccs1 | 1% | -3 | -1 | 0% | -24 | -1% | 1 | 0 | 0.4%

Some of these compounds in order of the D1 agonist value, lowest first:
Structure	D1 agonist
O=C(CCc1nnc(COc2ccccc2)o1)NCCc1cccs1	1
CCc1cccc(C)c1NC(=S)N1CCCCC1c1cccnc1 (stereo not drawn)	9
c1ccc2c(CNc3ccc(CNc4ncn[nH]4)cc3)cccc2c1	11

Further compounds follow:
SMILES | Vif-A3F inh | D1 potentiator | LDHA inh | Vif-APOBEC3G blk | D1 antag | GRP78 ERSR act | D1 agonist | D2 PAM | RXFP1 ag
CC1CN(C(=O)CCC(=O)NCCCN2CCC(Cc3ccccc3)CC2)c2cc(Cl)ccc2O1 (stereo not drawn) | 2% | -19 | -4 | -1% | -44* | -4% | 29 | -15 | -0.9%
COc1cc(-c2cc(C(=O)Nc3cccc(S(=O)(=O)N(C)C)c3)c3ccccc3n2)cc(OC)c1OC | -18% | 5 | -3 | -10% | -14 | -4% | 3 | 18 | 1.0%
CSc1ccc(-c2nc(CSCC(=O)NC3CC3)c(C)o2)cc1 | 0% | -2 | -6 | 3% | -13 | 7% | -1 | 3 | 3.1%
O=C(Cn1cc(S(=O)(=O)Cc2cccc(Cl)c2)c2ccccc21)NCc1ccccc1Cl | 0% | 2 | -22 | 1% | -3 | -6% | 4 | -17 | -2.4%
CCOC(=O)N1CCN(C(=O)COC(=O)c2cccc(C)c2[N+](=O)[O-])CC1 | 5% | -4 | -7 | 4% | -14 | 2% | 2 | -12 | 2.1%
CC(C)c1nc2ccc(C(=O)O)cc2[nH]1 | -17% | -2 | 1 | -8% | -16 | -5% | 2 | 2 | -0.8%
Cc1ccc(NC(=O)C2CCC(CNc3c(N4CCC(C)CC4)c(=O)c3=O)CC2)cc1F (stereo not drawn) | -7% | -3 | -4 | -5% | -14 | -5% | 1 | -18 | 0.6%

6 entries from above, arranged by count of non-hydrogen atoms, lowest first.
SMILES | Vif-A3F inh | D1 potentiator | LDHA inh | Vif-APOBEC3G blk | D1 antag | GRP78 ERSR act | D1 agonist | D2 PAM | RXFP1 ag
CC(C)c1nc2ccc(C(=O)O)cc2[nH]1 | -17% | -2 | 1 | -8% | -16 | -5% | 2 | 2 | -0.8%
O=C(CCc1nnc(COc2ccccc2)o1)NCCc1cccs1 | 1% | -3 | -1 | 0% | -24 | -1% | 1 | 0 | 0.4%
CCOC(=O)N1CCN(C(=O)COC(=O)c2cccc(C)c2[N+](=O)[O-])CC1 | 5% | -4 | -7 | 4% | -14 | 2% | 2 | -12 | 2.1%
Cc1ccc(NC(=O)C2CCC(CNc3c(N4CCC(C)CC4)c(=O)c3=O)CC2)cc1F (stereo not drawn) | -7% | -3 | -4 | -5% | -14 | -5% | 1 | -18 | 0.6%
CC1CN(C(=O)CCC(=O)NCCCN2CCC(Cc3ccccc3)CC2)c2cc(Cl)ccc2O1 (stereo not drawn) | 2% | -19 | -4 | -1% | -44* | -4% | 29 | -15 | -0.9%
COc1cc(-c2cc(C(=O)Nc3cccc(S(=O)(=O)N(C)C)c3)c3ccccc3n2)cc(OC)c1OC | -18% | 5 | -3 | -10% | -14 | -4% | 3 | 18 | 1.0%
